# Compound activity: PubChem BioAssay, several laboratories
# HSP90 refold inh: inhibitors of HSP90 luciferase refolding in rabbit reticulocyte lysate | luciferase refolding luminescence, 3 h | inhibition, % at 5.6 µM | hit rate 0.91% among 290,000 | AID 1789;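 active = inhibition above the screen-wide mean plus 3 SD, computed separately per campaign, cut at about 16% in these data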;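 also: 0% = DMSO wells and 100% = 60 µM geldanamycin wells; inhibitors lower the luminescence because luciferase stays unfolded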
# GSK3beta inhib: inhibitors of human GSK3beta kinase; P49841; GST-GSK3beta kinase, ADP-Glo luminescence, 60 min; active compounds read low; activity score (negative = inhibition), % at 10 µM; hit rate 0.038% among 300,000;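 active = more than half of replicate wells score below -50%, meaning over 50% inhibition versus plate controls; inconclusive = some replicates but at most half score below -50%; inactive = no replicate scores below -50%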;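 also: 0% = median DMSO wells and -100% = median GW8510 positive control wells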
# Target sequence (P49841 whole entry, looked up): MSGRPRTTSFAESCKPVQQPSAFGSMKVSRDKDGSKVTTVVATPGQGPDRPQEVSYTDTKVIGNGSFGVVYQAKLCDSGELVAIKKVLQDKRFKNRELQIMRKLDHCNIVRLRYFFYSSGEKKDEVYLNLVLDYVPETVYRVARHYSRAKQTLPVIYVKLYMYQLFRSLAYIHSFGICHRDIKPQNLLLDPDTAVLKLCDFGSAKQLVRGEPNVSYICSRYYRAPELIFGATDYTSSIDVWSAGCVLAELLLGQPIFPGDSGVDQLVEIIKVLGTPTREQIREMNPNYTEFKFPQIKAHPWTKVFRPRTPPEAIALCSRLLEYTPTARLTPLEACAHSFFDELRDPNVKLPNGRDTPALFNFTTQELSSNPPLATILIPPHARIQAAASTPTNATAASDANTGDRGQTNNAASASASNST
#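 test system = GST-tagged human GSK3beta kinase, cell-free | reagent = 25 µM ATP with peptide substrate | dosing = one dose of 10 µM per compound | schedule = 60 min reaction, RT | detection = luminescent ADP-Glo measurement of ADP formed | control set = DMSO neutral wells and GW8510 at 20 µM as positive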
# Platelet DG rel: modulates dense granule release in human platelets; hit rate 0.22% among 300,000; human platelet-rich plasma, SFLLRN dense granule ATP release, luminescence; inhibition, %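 (compounds screened at 7.5 µM in platelet-rich plasma)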;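 active = mean replicate score, as percent of positive control, at or above 50; inconclusive = mean below 50 but at least one replicate at or above 50; inactive = mean and every replicate below 50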
# HSF1 inh: HSF1 inhibition. NIH3T3-HGL HSE-luciferase, MG132-induced, luminescence 8 h; active compounds read low. activity change, negative = inhibition, % at 7.5 µM (by protocol). hit rate 0.77% among 300,000;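 active = more than half of replicate wells show activity change below -50%, luminescence cut by over half; inconclusive = some wells, but at most half, below -50%; inactive = no replicate well below -50%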;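 also: luciferase reports HSF-1 transcriptional activity via heat shock element; 0% = median of DMSO wells and -100% = zero luminescence signal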
# Dyrk1A ADPGlo: Dyrk1A (rat) kinase inhibition; AID 504441; Q63470; ADP-Glo luminescence, NFATc1 peptide; inhibition, % at 12.5 µM; hit rate 0.43% among 310,000; in the data active = inhibition above about 50%;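 also: plate controls were vehicle with enzyme for no effect and no enzyme for full effect; many of its hits are not listed in these tables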
# PolyA inh: blocks polyadenylation in yeast reporter cells; S. cerevisiae SKY197-pL101 polyadenylation reporter, beta-gal luminescence; efflux-impaired pdr1/pdr3 knockout yeast; score 100 = 6 SD above DMSO; calls only at 12 µM; hit rate 0.02% among 300,000;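 active = lowest replicate activity score at least 50, where 100 means six control SD above control mean; inconclusive = lowest score under 50 but half or more replicates reach 50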;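 also: yeast exposed to compound for 9 h at 30 °C; higher score means more reporter readthrough which indicates perturbed polyadenylation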
# HDAC3 inhib: inhibitors of human histone deacetylase 3 | O15379 | recombinant HDAC3, fluorogenic peptide/trypsin coupled, fluorescence | inhibition, % at 8.3 µM | hit rate 0.15% among 320,000 | AID 2718; in the data active = inhibition above about 26%, passing the limit was not always enough; inconclusive = no clear call, values can overlap the other calls
# HSF1 activator: increases HSF-1 driven luciferase reporter signal | NIH3T3-HGL HSF-1 luciferase reporter, MG132, 8 h; 100% = twice DMSO control signal | activation, % at 9 µM | hit rate 1.7% among 300,000 | AID 504408;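 active = mean replicate activation of at least 50% with a set share of replicates each reaching 50%; inconclusive = only one of those two conditions met; inactive = mean below 50% and too few replicates reaching it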;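 also: 0% = median of the neutral control wells and 100% = twice that signal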
# AI-2 QS modul: modulators of Vibrio harveyi AI-2 quorum sensing system; Vibrio harveyi JMH597 AI-2 luminescence/OD600 ratio, 9 h; active compounds read low; strain lacks LuxN and CqsS sensors; 0 = neutral-control median; activity change, % at 7.5 µM; hit rate 0.4% among 300,000; AID 2094; in the data active = activity change below about -75%, passing the limit was not always enough; inconclusive = no clear call, values can overlap the other calls;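 also: luminescence divided by OD600 gain over 9 h not by final OD600 alone; inactives centre near 13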
# GSK3A inh: human GSK-3 alpha kinase inhibition; ADP-Glo luminescence, 60 min; inhibition, % at 10 µM; hit rate 0.1% among 320,000;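 in the data active = inhibition above about 50%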;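 also: GST-tagged GSK-3 alpha with peptide substrate and 25 µM ATP; 0% = DMSO neutral wells and 100% = GW8510 positive control wells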
# Target sequence (P49840 whole entry, looked up): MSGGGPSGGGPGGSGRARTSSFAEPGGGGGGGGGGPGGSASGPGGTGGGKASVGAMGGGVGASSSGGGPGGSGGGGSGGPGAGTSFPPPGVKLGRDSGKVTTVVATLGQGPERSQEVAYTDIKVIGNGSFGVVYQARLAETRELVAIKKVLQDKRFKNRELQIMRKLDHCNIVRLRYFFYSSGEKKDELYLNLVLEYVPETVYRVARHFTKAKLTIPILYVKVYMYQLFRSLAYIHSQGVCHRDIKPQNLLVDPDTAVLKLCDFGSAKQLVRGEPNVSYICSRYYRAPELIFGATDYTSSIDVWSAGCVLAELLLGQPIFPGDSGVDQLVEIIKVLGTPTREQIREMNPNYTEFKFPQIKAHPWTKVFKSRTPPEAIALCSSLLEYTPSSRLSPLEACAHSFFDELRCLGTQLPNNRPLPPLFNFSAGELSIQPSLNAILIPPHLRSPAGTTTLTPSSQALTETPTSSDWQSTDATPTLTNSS
# Starred values were filed as active, the others as inactive; i = inactive; ? = inconclusive; / = not tested or not shown. Not all compounds are listed; count on the stated rates, not on these rows.
SMILES,HSP90 refold inh,GSK3beta inhib,Platelet DG rel,HSF1 inh,Dyrk1A ADPGlo,PolyA inh,HDAC3 inhib,HSF1 activator,AI-2 QS modul,GSK3A inh
CC(=O)Nc1ccc(OC(=O)c2cccs2)cc1,-3,2,13,1,6,i,9,11,17,-2
Cc1ccc(O)c(C(=O)c2cnn(-c3ccccc3)c2)c1,-2,1,-11,1,-3,i,0,4,20,1
O=C(CS(=O)(=O)c1ccc(Cl)cc1)Nc1nnc(-c2cccs2)o1,-2,2,1,-4,-8,i,3,13,20,-1
COc1cc(SC)ccc1C(=O)Nc1cccc(C)n1,0,-3,-10,23,18,i,-9,34,-42,-4
Nc1ccc(NC(=O)c2ccc(C(=O)Nc3ccc(N)cc3)cc2)cc1,-1,0,-2,1,-5,i,2,24,6,-1
COCCN(C(=O)CSc1ncccn1)c1c(N)n(Cc2ccccc2)c(=O)[nH]c1=O,/,1,-3,17,2,i,-1,40,3,-1
c1csc(-c2nnc(COc3ccc4c(c3)OCO4)o2)c1,-5,-1,-16,19,15,i,2,9,-44,-3
Cc1ccc(N2CC(C(=O)O)CC2=O)cc1 (stereo not drawn),-1,3,10,-4,-4,i,-8,-16,13,-1
O=C(CSc1nnc(-c2cccs2)o1)Nc1cccc(S(=O)(=O)N2CCCCC2)c1,2,-2,21,4,3,i,6,6,3,3
O=C(O)CNC(=O)C1CCCN1C(=O)CNC(=O)OCc1ccccc1 (stereo not drawn),-2,4,0,-1,1,i,2,10,29,-3
CCCCCc1c(C)nc(N2CCc3ccccc32)[nH]c1=O,0,4,1,-3,3,i,/,2,11,/
COc1ccc(CCn2c(C)nc3ccccc3c2=O)cc1OC,-1,4,1,11,6,i,/,19,6,0

# An excerpt of these results, tab-delimited:
smiles	HSP90 refold inh	GSK3beta inhib	Platelet DG rel	HSF1 inh	Dyrk1A ADPGlo	PolyA inh	HDAC3 inhib	HSF1 activator	AI-2 QS modul	GSK3A inh
Nc1ccc(NC(=O)c2ccc(C(=O)Nc3ccc(N)cc3)cc2)cc1	-1	0	-2	1	-5	i	2	24	6	-1
COCCN(C(=O)CSc1ncccn1)c1c(N)n(Cc2ccccc2)c(=O)[nH]c1=O	/	1	-3	17	2	i	-1	40	3	-1
c1csc(-c2nnc(COc3ccc4c(c3)OCO4)o2)c1	-5	-1	-16	19	15	i	2	9	-44	-3
Cc1ccc(N2CC(C(=O)O)CC2=O)cc1 (stereo not drawn)	-1	3	10	-4	-4	i	-8	-16	13	-1
O=C(CSc1nnc(-c2cccs2)o1)Nc1cccc(S(=O)(=O)N2CCCCC2)c1	2	-2	21	4	3	i	6	6	3	3

# (continued)
SMILES,HSP90 refold inh,GSK3beta inhib,Platelet DG rel,HSF1 inh,Dyrk1A ADPGlo,PolyA inh,HDAC3 inhib,HSF1 activator,AI-2 QS modul,GSK3A inh
O=C(Nc1ccc(C(=O)N2CCCCC2)cc1)c1ccc([N+](=O)[O-])cc1,-1,3,-10,-3,-2,i,-10,6,30,0
COc1cc2[nH]c3c(=O)n4c(nc3c2cc1OC)SCCC4,-3,-1,-5,5,-1,i,2,9,9,-1
Cc1ccc(C(=O)NN2CC(O)=C(c3nc(-c4cccc([N+](=O)[O-])c4)cs3)C2=N)cc1,0,-2,4,6,-2,i,2,15,16,8
COc1ccc(Cn2nnnc2C(c2ccccc2Cl)N2CCN(C)CC2)cc1 (stereo not drawn),1,0,1,-4,5,i,/,2,27,/
O=C(O)C1CCCCC1C(=O)Nc1nc(-c2cccs2)cs1 (stereo not drawn),0,1,5,-2,-8,i,-1,1,29,-3
CN1CCN(C(=O)C2=C[C@H](c3coc4ccccc4c3=O)C[C@H](OCc3ccc(CO)cc3)O2)CC1,1,1,3,-4,0,i,-1,-12,24,-2
O=C(C1CCN(c2nnc(-n3cccc3)s2)CC1)N1CCc2ccccc2C1,0,2,16,-7,-1,i,5,-8,12,0
CCOc1nc(-c2ccc(OC)cc2)ccc1-c1noc(-c2cc(OC)c(OC)c(OC)c2)n1,4,-6,-1,-4,1,i,-3,8,-7,1
CC(C)(C)C(=O)Nc1ccc2c(c1)-c1cc(NC(=O)C(C)(C)C)ccc1C2,1,2,-4,-3,33,i,1,-10,29,0
CCN(CC)C(=O)CSc1nnc2sc3ccccc3n12,1,-3,-1,2,-2,i,-6,-18,23,-2
CC(=O)Nc1ccc(Nc2nc(C)c([N+](=O)[O-])c(Nc3ccccc3)n2)cc1,5,-2,-35,-12,-5,i,0,5,7,3
CCOC(=O)c1c(-c2ccc(OC)cc2)csc1NC(=O)CSc1nnc(C)c(=O)[nH]1,-3,4,-2,2,16,/,2,8,0,-4

# Part of the list above, set out differently:
molecule | HSP90 refold inh | GSK3beta inhib | Platelet DG rel | HSF1 inh | Dyrk1A ADPGlo | PolyA inh | HDAC3 inhib | HSF1 activator | AI-2 QS modul | GSK3A inh
COc1ccc(Cn2nnnc2C(c2ccccc2Cl)N2CCN(C)CC2)cc1 (stereo not drawn) | 1 | 0 | 1 | -4 | 5 | i | / | 2 | 27 | /
CCN(CC)C(=O)CSc1nnc2sc3ccccc3n12 | 1 | -3 | -1 | 2 | -2 | i | -6 | -18 | 23 | -2
CCOC(=O)c1c(-c2ccc(OC)cc2)csc1NC(=O)CSc1nnc(C)c(=O)[nH]1 | -3 | 4 | -2 | 2 | 16 | / | 2 | 8 | 0 | -4
O=C(Nc1ccc(C(=O)N2CCCCC2)cc1)c1ccc([N+](=O)[O-])cc1 | -1 | 3 | -10 | -3 | -2 | i | -10 | 6 | 30 | 0
O=C(O)C1CCCCC1C(=O)Nc1nc(-c2cccs2)cs1 (stereo not drawn) | 0 | 1 | 5 | -2 | -8 | i | -1 | 1 | 29 | -3
Cc1ccc(C(=O)NN2CC(O)=C(c3nc(-c4cccc([N+](=O)[O-])c4)cs3)C2=N)cc1 | 0 | -2 | 4 | 6 | -2 | i | 2 | 15 | 16 | 8

# The list goes on:
SMILES,HSP90 refold inh,GSK3beta inhib,Platelet DG rel,HSF1 inh,Dyrk1A ADPGlo,PolyA inh,HDAC3 inhib,HSF1 activator,AI-2 QS modul,GSK3A inh
CC1CC(C)CN(C(=O)c2cc3cc(Br)cc(Br)c3o2)C1 (stereo not drawn),-10,0,-8,34,2,i,6,67*,6,-1
Cc1nnc(SCC(=O)N2CC(=O)Nc3ccccc32)n1-c1ccccc1,2,-1,6,-7,-35,i,4,2,15,/
COc1ccc(NC(=O)CSc2nc3ccccc3n2-c2ccccc2)c([N+](=O)[O-])c1,-4,2,4,5,1,i,-1,18,22,-3
COc1cccc(C(=O)N2CCCC(Nc3ccc(C)c(C)c3)C2)c1 (stereo not drawn),-3,1,4,1,4,i,-14,-11,24,-1
CCCCC(=O)Oc1c(S(=O)(=O)c2ccccc2)c(C)nn1C(C)(C)C,0,-3,-1,-1,2,i,1,-9,12,6
CC(C)c1ccc(N2C(=O)[C@@H]3Cc4ccccc4CN3C2=O)cc1,-3,-9,-2,12,0,i,/,14,0,-1
CCOc1ccc(NC(=O)C(CC)NC(=O)c2ccccc2CO)cc1 (stereo not drawn),7,1,7,-1,/,i,7,-8,27,-1
CN(Cc1cc2ccccc2[nH]c1=O)S(=O)(=O)c1ccccc1,-1,-7,-2,5,16,i,-2,9,13,1
Cc1cccc(NC(=O)COc2ccc(-c3nn(C)c(=O)c4ccccc34)cc2)c1,-2,/,-13,5,3,i,-3,5,/,0
COC(=O)c1cccc(NC(=O)CN2CCC(NC(=O)c3cc(OC)c(OC)c(OC)c3)CC2)c1,2,0,-1,-2,2,i,0,11,12,0
COc1cc2c(cc1OC)C(c1ccccc1[N+](=O)[O-])N(C(C)=O)CC2 (stereo not drawn),8,1,0,-2,11,i,14,-9,48,1
Cc1nc(N(C)C)c2sc(=S)n(C)c2n1,-3,-3,1,-4,5,i,-8,-4,51,-2
O=C(CCNC(=O)c1ccccc1)OCC(=O)c1ccccc1,0,1,-2,5,0,/,/,8,9,0
CC1(C)CC2CC(C)(CN2C(=O)COC(=O)c2ccc(Cl)cc2N)C1 (stereo not drawn),-4,0,2,-1,9,i,?,-2,19,0
O=C(CCCC(=O)OCC(F)(F)C(F)F)Nc1ccccc1F,4,3,-2,-3,-6,i,2,1,15,5
O=c1ccc2cc(O)c(O)cc2o1,4,6,-5,-3,12,i,-30,-11,27,0
CSc1nc(N2CCOCC2)nc2ccc(C)cc12,/,-2,5,10,0,i,-14,17,19,7
NS(=O)(=O)c1ccc(CCNC(=O)[C@@H]2CCCN2S(=O)(=O)c2ccccc2F)cc1,-1,1,10,-4,5,i,8,-6,-5,0
O=C(Nc1ccc(-n2cccc2)cc1)C1CC1,3,-1,-13,7,9,i,12,9,31,4
COC(=O)c1c(NC(=O)C2CC2)sc2c1CCN(C(C)=O)C2,1,0,-22,15,10,i,7,6,18,6
O=c1c2ccccc2nc(-c2ccccc2)n1CCCN1CCOCC1,5,-1,2,1,4,i,2,-4,16,0
O=C(c1cc2ncccn2n1)N1CCc2c([nH]c3ccccc23)C1c1ccccc1F (stereo not drawn),2,-4,10,0,3,i,-5,-1,28,-3
CC1(C)Cc2ccccc2C2CC(O)C(=O)N21 (stereo not drawn),2,-1,-6,-3,-6,i,3,12,19,1
CCc1ccc(OCC(=O)OC(C)C(=O)NC2CC2)cc1 (stereo not drawn),0,-1,-1,-1,/,i,0,-17,11,-2
Cc1nc2ccccc2c(N)c1C(=O)/C=C/c1ccccc1,16,0,-13,42,/,i,1,64*,11,0
N#Cc1ccc(-n2c(-c3ccccc3)nnc2-c2ccccc2)cc1C#N,6,1,-3,14,7,i,-7,-5,4,1
CCOC(=O)c1cn(Cc2cccc(Cl)c2)c2cc(C)nn2c1=O,1,1,10,-4,0,i,-42,8,25,-3
COc1ccc(C(=O)/C=C/Nc2c(C)n(C)n(-c3ccccc3)c2=O)cc1OC,-4,-2,-1,-5,-2,i,3,0,22,-6
CCOc1ccc(N2C(=O)CC(N3CCN(c4ccc(F)cc4)CC3)C2=O)cc1 (stereo not drawn),1,-1,8,0,/,i,-1,5,16,1
O=[N+]([O-])c1cc(/C=N/O)ccc1SCc1ccccc1Cl,-8,4,1,12,9,i,-1,15,8,0
CCCCOc1ccc(C(O)(CCC)CCN2CCOCC2)cc1 (stereo not drawn),5,1,-7,2,-3,i,4,11,-1,0
COc1ccc(C(=O)c2sc(Nc3cccc(OC)c3)c(C(=O)Nc3cccc(C)c3C)c2N)cc1,0,2,10,2,-8,i,-1,7,26,-1
